# Source: PubChem BioAssay (National Center for Advancing Translational Sciences (NCATS))
# Luciferase inh: Photinus pyralis luciferase inhibition. P08659. purified P. pyralis luciferase, luminescence, biochemical. Potency, µM (series often up to 115 µM), without a hit: at the highest dose activity change, negative = inhibition, most hits filed as inhibitors. 76,000 tested, 2.5% active. AID 1347043; note: potency is the fitted concentration of half-maximal effect; nearly all actives have a fitted effect of over 65% in size
# Target sequence (P08659 whole entry, looked up): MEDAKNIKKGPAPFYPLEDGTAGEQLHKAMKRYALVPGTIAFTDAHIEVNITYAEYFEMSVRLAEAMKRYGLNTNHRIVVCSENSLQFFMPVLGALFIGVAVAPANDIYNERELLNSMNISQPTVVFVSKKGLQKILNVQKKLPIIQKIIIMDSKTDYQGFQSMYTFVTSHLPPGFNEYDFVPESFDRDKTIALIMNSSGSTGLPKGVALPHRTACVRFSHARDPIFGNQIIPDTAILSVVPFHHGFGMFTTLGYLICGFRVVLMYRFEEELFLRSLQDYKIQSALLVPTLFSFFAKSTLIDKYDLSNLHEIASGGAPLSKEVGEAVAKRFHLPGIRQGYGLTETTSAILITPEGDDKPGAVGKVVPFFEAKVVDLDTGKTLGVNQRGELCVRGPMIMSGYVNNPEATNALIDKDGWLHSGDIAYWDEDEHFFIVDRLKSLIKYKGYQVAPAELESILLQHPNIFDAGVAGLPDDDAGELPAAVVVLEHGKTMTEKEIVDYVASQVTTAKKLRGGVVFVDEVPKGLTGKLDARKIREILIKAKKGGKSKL
#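 Purified 10nM P. pyralis luciferase with 10uM D-luciferin and 10uM ATP in 50mM Tris acetate pH 7.5, 10mM Mg acetate, 0.01% Tween-20, 0.05% BSA. qHTS titration; luminescence read by CCD imager.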
# NIH3T3 tox: kills NIH 3T3 cells; Potency, µM (titrated, usually from 96.7 µM), inactives show at the highest dose activity change, negative = cytotoxicity, actives largely listed as inhibitors; 94,000 tested, 4.3% active; NIH 3T3 viability, CellTiter-Glo ATP luminescence, 48-72 h; note: potency is the fitted concentration of half-maximal effect; nearly all actives have a fitted effect of over 55% in size
#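 Cytotoxicity is measured as loss of cellular ATP: NIH 3T3 cells (400/well) are exposed to compound for 48 or 72 hr at 37 °C, then CellTiter-Glo luminescence is imaged after 10 min at room temperature.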
# GPT2 inh: inhibitors of human GPT2 alanine aminotransferase. Q8TD30. Recombinant GPT2, coupled pyruvate oxidase/HRP Amplex Red fluorescence. Potency, µM (highest dose often 57.7 µM), for inactives: at the highest dose activity change, negative = inhibition, actives largely listed as inhibitors. 100,000 tested, 0.25% active. AID 1671188; note: potency is the fitted concentration of half-maximal effect; nearly all actives have a fitted effect of over 60% in size; many of its hits are not listed in these tables
# Target sequence (Q8TD30 whole entry, looked up): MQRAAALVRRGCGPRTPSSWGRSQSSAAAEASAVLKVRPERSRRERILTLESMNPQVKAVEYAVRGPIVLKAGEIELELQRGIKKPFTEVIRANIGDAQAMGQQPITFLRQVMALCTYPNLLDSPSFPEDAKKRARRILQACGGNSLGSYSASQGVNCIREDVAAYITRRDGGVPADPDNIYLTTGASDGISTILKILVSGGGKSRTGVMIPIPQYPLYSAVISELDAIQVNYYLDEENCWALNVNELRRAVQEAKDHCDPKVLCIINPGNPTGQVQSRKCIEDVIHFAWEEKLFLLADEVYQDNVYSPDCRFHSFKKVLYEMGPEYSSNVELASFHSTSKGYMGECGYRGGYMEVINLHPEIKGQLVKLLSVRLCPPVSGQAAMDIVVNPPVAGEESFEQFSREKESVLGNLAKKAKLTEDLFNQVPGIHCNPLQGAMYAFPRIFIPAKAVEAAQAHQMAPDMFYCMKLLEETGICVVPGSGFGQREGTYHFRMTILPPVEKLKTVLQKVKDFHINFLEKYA
#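 Recombinant GPT2 (10ng/uL) with 250uM a-KG and 2mM L-alanine, 30 min at room temperature, in HEPES pH 7.5 buffer. Pyruvate detected by pyruvate oxidase/HRP/Amplex Red fluorescence after 30 min in the dark; AOA (50uM) as positive control.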
# HEK293 viab: reduces viability of HEK-293 SNCA reporter cells. HEK-293-SNCA-luc viability, GF-AFC fluorescence, 24 h. Potency, µM (titrated, usually from 57.1 µM), without a hit: at the highest dose activity change, negative = cytotoxicity, usual class: cytotoxic. 150,000 tested, 0.12% active. AID 1671193;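 note: potency is the fitted concentration of half-maximal effect; 0% = DMSO-treated cells and -100% = medium-only wells without cells; nearly all actives have a fitted effect of over 30% in size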
#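 HEK-293-SNCA-luc cells (1500/well) plated 24 h, then exposed 24 h to a dilution series; GF-AFC added 30 min at 37C, fluorescence 405/540 nm; normalised to medium-only and DMSO wells, Hill fit.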
# HEK293 tox: cytotoxic compounds in HEK 293 cells. HEK 293 viability, ATP luminescence (CellTiter-Glo), 48-72 h. 94,000 tested, 6.6% active. AID 1345083. Potency, µM (series often up to 115 µM), inactives show at the highest dose activity change, negative = cytotoxicity, usual class: inhibitors; note: potency is the fitted concentration of half-maximal effect; nearly all actives have a fitted effect of over 60% in size
#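 HEK 293 cells seeded at 250 cells/well were exposed to compound for 48 or 72 hr at 37 degree Celsius. Viability taken as ATP content by CellTiter-Glo luminescence.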
# SNCA expr inhib: inhibitors of alpha-synuclein (SNCA) gene expression. HEK-293 SNCA-luciferase knock-in, luminescence, 24 h. Potency, µM (highest dose often 57.2 µM), for inactives: at the top dose activity change, negative = inhibition, actives largely listed as inhibitors. 140,000 tested, 0.17% active. AID 1671194;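 note: potency is the fitted concentration of half-maximal effect; plate controls were DMSO cells for no effect and cell-free wells for full effect; nearly all actives have a fitted effect of over 45% in size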
# IP6K1 inh: IP6K1 kinase inhibition; AID 1645851; IP6K1 kinase, ADP-Glo luminescence, 2 h; hits give low values; 140,000 tested, 0.81% active; activity change, % (series mostly up to about 58 µM); in the data active = activity change below about -25%
#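 ADP-Glo luminescence measures ADP made by human IP6K1 during a 2 h RT reaction with ATP/IP6 (mix at 1.3 mM/130 uM); top library doses 57.5 and 19.1 uM final.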
# * marks the source's active call; other numbers are inactive results; i = inactive; ? = inconclusive; / = no result given; [ ] = remark or other dose. Unless noted, calls come from the whole dose curve; as a rule, active = well fitted curve in the direction sought with a large enough effect; inconclusive = small, poorly fitted or top-dose-only effect, or another doubt; inactive = no such curve, though single readings can be large; an effect the other way counts as inactive or inconclusive. Unless noted, % is set by controls: 0 for no effect and ±100 for the full control effect. These rows are one share of the data. The share of hits here may be higher or lower than overall.
# Values run as follows: Luciferase inh	NIH3T3 tox	GPT2 inh	HEK293 viab	HEK293 tox	SNCA expr inhib	IP6K1 inh
> CCS(=O)(=O)N1CC(=O)N(c2ccc(C)c(C)c2)C(C)(C(=O)NC2CCCCC2)C1 (stereo not drawn)
 : /	/	/	8%	/	80%[activator]	-8
> CC(=O)Nc1ccc(S(=O)(=O)N[C@H]2CO[C@H]3[C@@H]2OC[C@@H]3Nc2nccc(-c3ccco3)n2)cc1
 : 4%	?	-7%	-19%	25µM*	-20%	17
> O=C(COc1ccccc1)N1CCCCCC1c1nc(-c2ccncc2)no1 (stereo not drawn)
 : /	-39%	1%	0%	?	-20%	9
> COc1cc(OC)c(NC(=O)c2c(OC)cc(=O)n3c2CCCC3)cc1Cl
 : 4%	5%	-8%	4%	6%	25%	-3
> O=C(Nc1ccc(Br)cc1F)N1CCC(CN2CCc3ccccc3C2)CC1
 : /	/	/	8%	/	31%[activator]	34
> CCc1cccc(NC(=O)C2CCCN(S(=O)(=O)c3cccs3)C2)c1 (stereo not drawn)
 : /	/	/	-14%	/	?	-9
> C1Cc2nnc(C3CC3)n2CCN1
 : -2%	i	i	3%	-21%	?	-3
> COc1cc(OC)c(NC(=O)N2c3ccccc3CC2c2nc(C3CC3)no2)cc1Cl (stereo not drawn)
 : -2%	-4%	-15%	-25%	-4%	-19%	16
> COc1ccc(CN2Cc3cc(NC(=O)c4cc(OC)cc(OC)c4)ccc3OC(C)C2=O)cc1 (stereo not drawn)
 : 1%	?	i	-7%	20µM*	2%	-12
> CC(C)N(Cc1ccccc1)C(=O)Cn1ncc2c([nH]c3ccccc32)c1=O
 : /	/	/	5%	/	-27%	2
> Cn1cccc1C(=O)N1C[C@@H](Oc2cccnc2)C[C@H]1C(=O)N1CCCC1
 : -5%	-21%	1%	2%	-18%	-22%	5
> Cc1c(CC(=O)NCCc2ccc(Cl)cc2)c(=O)oc2c(C)c3occ(C(C)(C)C)c3cc12
 : /	/	/	9%	/	12%	2
> O=C(NO)c1ccccc1
 : /	/	?	8%	/	-16%	15
> COc1ccc(-c2cn3cc(C(=O)N[C@@H](C)CO)nc3c(=O)n2CC2CC2)c(F)c1
 : 8%	4%	1%	8%	i	0%	4
> CCc1c(C)nn(CC(=O)N2CCC3(CCNC(=O)CC3)CC2)c1C
 : -1%	i	-1%	-14%	-3%	-8%	-13
> COc1ccc(Br)cc1C(=O)Nc1ccc2oc(-c3cccnc3)nc2c1
 : /	/	/	2%	/	33%[activator]	15
> Cn1c(C(=O)N2CCC(C(=O)NCCc3ccccc3)CC2)cc2sccc21
 : /	/	/	5%	/	19%	-4
> CN1CC(C(=O)NCc2cccc(F)c2)NC1=O (stereo not drawn)
 : /	-22%[138 µM]	0%[88.5 µM]	-14%[12.5 µM]	-28%[172 µM]	-26%[87.6 µM]	8
> FC(F)(F)Oc1ccc(CN2CCC3(CC2)CC(c2cccc(C(F)(F)F)c2)=NO3)cc1
 : 2%	-30%	i	8%	?	-22%	-11
> OC[C@@H]1CNC[C@H]1C1CCN(Cc2cccc(Cl)c2F)CC1
 : -13%	?	i	-1%[12.5 µM]	?	18%	-14

# One compound at a time (already shown):
# Shown for O=C(NO)c1ccccc1 → Luciferase inh: /; NIH3T3 tox: /; GPT2 inh: ?; HEK293 viab: 8%; HEK293 tox: /; SNCA expr inhib: -16%; IP6K1 inh: 15
# Shown for CCc1c(C)nn(CC(=O)N2CCC3(CCNC(=O)CC3)CC2)c1C → Luciferase inh: -1%; NIH3T3 tox: i; GPT2 inh: -1%; HEK293 viab: -14%; HEK293 tox: -3%; SNCA expr inhib: -8%; IP6K1 inh: -13

# Additional results follow.
# Values run as follows: Luciferase inh	NIH3T3 tox	GPT2 inh	HEK293 viab	HEK293 tox	SNCA expr inhib	IP6K1 inh
> Cc1cc(Cn2cc3c4c(cccc42)[C@H](CC(C)C)N[C@H](C(=O)N2CCCCCC2)C3)no1
 : -1%	32µM*	1%	-17%	?	-15%	15
> O=C([C@@H]1C[C@H](Oc2ccccc2)CN1C(=O)c1ccco1)N1CCOCC1
 : 5%	-5%	-8%	7%	0%	11%	-3
> c1c[nH]c(CNC[C@H]2Cn3cc(-c4ccc5c(c4)OCCCO5)nc3CO2)n1
 : -33%[172 µM]	-24%[138 µM]	?	-9%[87.6 µM]	-33%[172 µM]	108%[activator][87.6 µM]	5
> COc1ccc(C(=O)N2CCCC3(C2)C(=NC2CCCCC2)NC(=O)N3c2cccnc2)cc1 (stereo not drawn)
 : /	i	i	-3%	i	10%	-4
> CCN1C(=O)CCN(C(=O)NCCCOC)CC12CCOCC2
 : -1%	3%	-13%	-3%	-7%	-10%	-8
> CN1c2cc(C(=O)Nc3cccc(Cl)c3)ccc2C(=O)N2CCCCCC21 (stereo not drawn)
 : 10µM*	?	i	20%[12.5 µM]	?	165%[activator]	16
> CN(Cc1ccccc1)C(=O)c1ccc(N2CC3CC(C2)[C@H]2CCCC(=O)N2C3)nc1 (stereo partly drawn)
 : 8%	i	-12%	-17%	12%	-5%	13
> CCN(Cc1cnn(CC)c1)C(=O)C1CCN(C(=O)N2CC3CC(C2)[C@H]2CCCC(=O)N2C3)CC1 (stereo partly drawn)
 : -9%	i	i	10%	0%	-12%	8
> COc1cccc(NC(=O)c2ccc3c(c2)N(C)C2CCCCCN2C3=O)c1 (stereo not drawn)
 : ?	?	i	18%[12.5 µM]	?	46%[activator]	30
> Cc1ccc(-n2ncc3c(NCc4ccccc4)ncnc32)cc1Cl
 : /	/	/	6%	/	113%[activator]	12
> Cc1oc(-c2ccc(C(=O)Nc3ccc(F)cc3F)cc2)nc1COc1ccccc1
 : /	/	/	9%	/	11%	6
> CCn1ncc(CN2CCCC23CCN(c2cc(C)nc4ccccc24)CC3)c1C
 : -4%	?	i	-17%	?	0%	-6
> COC[C@@H]1CN(c2ncccn2)C[C@H]1C(=O)NCC(F)(F)F
 : 1%	-12%	i	-8%	-2%	-14%	0
> CSCc1ccc(C(=O)N2CCOCC(O)(CN3CCCC3)C2)o1 (stereo not drawn)
 : -1%	-6%	4%	7%	?	-8%	4
> Cc1ccsc1CN(C(=O)COc1cccc(C)c1C)C1CCS(=O)(=O)C1 (stereo not drawn)
 : /	/	/	-9%	/	-13%	-1
> Cc1nnc2n1CCC(NC(=O)c1cnco1)CC2 (stereo not drawn)
 : 7%	-4%	-13%	-1%	-16%	10%	7
> Fc1cc(-c2cccc3ncc(-c4cnn(C5CCNCC5)c4)nc23)cc(F)c1CN1CCOCC1
 : /	/	i	?	/	?	12
> COc1ccc(N2C(=O)CCSC23C(=O)N(Cc2ccc(F)cc2)c2ccccc23)cc1 (stereo not drawn)
 : /	/	/	-20%	/	?	-9
> O=C(Cn1ccn2nc(-c3ccc(F)cc3)c(CO)c2c1=O)Nc1cc(F)cc(F)c1
 : -11%	-23%	i	-5%	-20%	6%	8
> Cc1ccccc1NC(=O)Cn1nc(-c2ccccc2)nc(Cc2ccccc2)c1=O
 : /	/	/	-1%	/	8%	13
> CCN(CC)CCNC(=O)c1ccc2c(=O)n3nc(Nc4cccc(Cl)c4C)sc3nc2c1
 : /	/	/	-5%	/	-22%	-7
> COC(=O)CNC(=O)c1ccc(CN2C(=O)NC3(CCS(=O)(=O)CC3)C2=O)cc1
 : -1%	i	3%	-6%	12%	9%	10
> CC(=O)N1CCN2C(=O)N(Cc3ccc(F)cc3)C[C@H]2C1
 : -3%[230 µM]	i	1%[88.5 µM]	-2%[87.6 µM]	0%[230 µM]	-11%[87.6 µM]	4
> CN(c1ccccc1)c1ccc2nnc(-c3cc(C(=O)NCc4cccnc4)ccn3)n2n1
 : 2%[172 µM]	25µM*	3%[88.5 µM]	-8%[87.6 µM]	100µM*	-4%[87.6 µM]	-7
> Cc1ccc(CN2C(=O)NC3(CCN(C(=O)c4cccc(C#N)c4)CC3)C2=O)cc1
 : 14%	-13%	-14%	11%	?	10%	16
> COc1ccc(-c2nc(C)nc3c2CCN(C(=O)c2ccc(C(F)(F)F)cc2)CC3)cc1
 : -4%	-17%	?	-5%	?	-6%	14
> O=C1CC2(CCN(C(=O)C3CCN(C(=O)C4CCCC4)CC3)CC2)Oc2ccccc2N1
 : /	-1%	-15%	-16%	?	-4%	-6
> Cc1ccccc1C(=O)N1CCCC(N2C(=O)c3c(c(C)nn3-c3ccccc3)C2C(C)C)C1 (stereo not drawn)
 : /	40µM*	/	/	22µM*	/	9
> COc1cccc(CNC(=O)C2Cn3cccc3C(=O)N2CC(C)C)c1OC (stereo not drawn)
 : 2%	-8%	i	4%	-13%	-2%	3
> O=C(c1ccccn1)N1CCC2(CC1)CC(N1CCN(c3ccccc3)CC1)CCO2 (stereo not drawn)
 : -1%	-7%	-6%	5%	?	-6%	-5
> CC(C)(C)c1ccc(-c2cc(C[C@H]3CNCC[C@H]3CC(=O)O)no2)cc1
 : ?	-28%[138 µM]	-3%[88.5 µM]	-7%[87.6 µM]	?	-9%[87.6 µM]	17
> CC(C)(C)NC(=O)N[C@H](Cc1ccccc1)C(=O)N1CCOCCNC(=O)CC1
 : 4%	-10%	3%	-5%	-14%	9%	-7
> COc1ccc(OC)c(CNC(=O)c2c(C)oc3ncn(CC(C)C)c(=O)c23)c1
 : /	/	/	6%	/	0%	11
> CN1CCC(NC(=O)C2CCCN(S(=O)(=O)c3ccccc3)CCC(=O)NCC2)CC1 (stereo not drawn)
 : -2%	-3%	0%	0%	1%	-9%	-3
> O[C@@H]1[C@@H](Cn2cc(-c3cccnc3)nn2)C[C@@H](NCc2ccc(F)cc2)[C@@H]1O
 : 5%	2%	5%	-11%	i	3%	25
> COc1cc2ccccc2cc1C(=O)Nc1ccc2oc(-c3cccc(Cl)c3Cl)nc2c1
 : /	/	/	?	/	26%	-4
> O=C(c1ccoc1)N1CCCCCC1c1nc(C2CC2)no1 (stereo not drawn)
 : /	-10%	i	0%	2%	1%	-2
> Cc1ccc(-c2cccc(CN3CCCC3C(=O)N(C)C)c2)cc1Cl (stereo not drawn)
 : /	?	/	/	?	/	20
> CC(C)NC(=O)N1CCC(N2CC3CC(C2)[C@H]2CCCC(=O)N2C3)CC1 (stereo partly drawn)
 : -1%	i	i	-8%	-19%	?	9
> O=C(NC1CCCC1)N1CCC(C(=O)N2CCC(c3ccccc3)CC2)CC1
 : /	-43%	?	-7%	-28%	-3%	16
> COCC(=O)N[C@@H]1CN(Cc2ccc(C#N)cc2)C[C@H]1CO
 : -4%	-11%	-6%	1%	-14%	1%	12
> Cc1c(CNC2CCCCC2)c(C(=O)O)c(C)n1Cc1ccc(Cl)cc1
 : /	/	/	13%	/	29%	-13
